Sm TGR block: qHTS Assay for the Inhibitors of Schistosoma Mansoni Peroxiredoxins | Potency, µM (titrated, usually from 114 µM), for the others: at the highest dose activity change, negative = inhibition, most hits filed as inhibitors | 3% of 360,000 active | purified TGR, DTNB reduction, TNB absorbance 405 nm; note: nearly all actives have a fitted effect of over 60% in size
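First, TGR (20 nM dispensed) and NADPH were mixed with compound. Second, a 15 min room-temperature incubation followed. Third, further NADPH and then DTNB were added to start the reaction. Finally, TNB absorbance was monitored kinetically.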
Tb PYK inh: qHTS of Trypanosoma Brucei Inhibitors; pyruvate kinase (Trypanosoma brucei), Q57TT1; TbPYK enzyme, Kinase-Glo Plus ATP luminescence, 45 min; Potency, µM (titrated, usually from 76.8 µM), for inactives: top-dose activity, negative = inhibition, most hits filed as inhibitors; 0.12% of 410,000 active; note: nearly all actives have a fitted effect of over 50% in size
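In this concentration-response screen, enzyme-free wells defined baseline while DMSO plates tracked drift. Each reaction combined TbPYK, substrate, compound and 130 uM ADP for 45 min at room temperature. Kinase-Glo Plus luminescence gave the signal.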
LmPK inh: qHTS Assay for Inhibitors of Leishmania Mexicana Pyruvate Kinase (LmPK); purified LmPK, Kinase-Glo ATP luminescence, 1 h; Potency, µM (top dose mostly 57.5 µM), for the others: at the highest dose activity change, negative = inhibition, usual class: inhibitors; 0.37% of 290,000 active
Target sequence (Q27686 whole entry, looked up): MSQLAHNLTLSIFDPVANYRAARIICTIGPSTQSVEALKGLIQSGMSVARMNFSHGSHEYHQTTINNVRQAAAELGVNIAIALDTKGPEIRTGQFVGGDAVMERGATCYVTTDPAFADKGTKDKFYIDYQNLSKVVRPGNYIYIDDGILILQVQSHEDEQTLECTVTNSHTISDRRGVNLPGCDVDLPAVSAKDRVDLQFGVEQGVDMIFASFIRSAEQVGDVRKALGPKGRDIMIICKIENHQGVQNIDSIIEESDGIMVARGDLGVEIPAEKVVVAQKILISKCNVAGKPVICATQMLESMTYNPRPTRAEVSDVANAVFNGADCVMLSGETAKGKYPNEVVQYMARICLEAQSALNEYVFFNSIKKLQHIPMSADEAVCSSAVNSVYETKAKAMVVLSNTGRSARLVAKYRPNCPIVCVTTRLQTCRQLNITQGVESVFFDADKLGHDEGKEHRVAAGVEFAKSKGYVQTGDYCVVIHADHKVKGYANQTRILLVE
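Pyruvate kinase activity monitored as ATP production (luciferase luminescence). Conditions: 0.1 nM enzyme, 0.5 mM PEP, 0.1 mM ADP, 1 h, RT; normalized against uninhibited and no-enzyme wells.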
Pf growth 48h: Primary qHTS for delayed death inhibitors of the malarial parasite plastid, 48 hour incubation; P. falciparum luciferase growth in erythrocytes, 48 h; Potency, µM (series often up to 28.7 µM), for the others: top-dose activity change, negative = inhibition, hits mostly inhibitors; 5.9% of 310,000 active
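Here the parasites carry a stable luciferase gene and grow inside erythrocytes in Albumax-based RPMI medium with compound for one erythrocytic cycle. Activity is scored as loss of luminescent signal.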
Pf growth 96h: Primary qHTS for delayed death inhibitors of the malarial parasite plastid, 96 hour incubation; Potency, µM (doses to about 28.7 µM), for the others: top-dose activity change, negative = inhibition, usual class: inhibitors; P. falciparum luciferase reporter growth, 96 h; 6.9% of 320,000 active
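Plates of compound plus infected erythrocytes (2% hematocrit, 0.05% parasitemia final) incubate 96 hours, 37 C, 5% CO2. Detection reagent added; reduced luminescence from the parasites' luciferase reporter flags inhibition.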
HCV inh: qHTS Assay for Inhibitors of Hepatitis C Virus (HCV); Huh7.5.1 HCVcc-Cre infection, luciferase reporter, 44 h; Potency, µM (highest dose often 41.8 µM), for inactives: top-dose activity change, negative = inhibition, most hits filed as inhibitors; 3.4% of 340,000 active
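Reporter virus HCVcc-Cre (~0.5 moi) infects cells exposed to compound; seeding density 1,000 cells/well with 4 h settling beforehand. Luminescence, 15 sec read, taken 44 h post-infection following a 15 min RT substrate incubation.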
The depositor's hits bear a star; u = inconclusive; x = not tested or not shown; & = joins results of further samples; ! = a repeat was not active; [ ] = another dose, or the depositor's remark. Calls come from the whole dose curve; as a rule, active = well fitted curve in the direction sought with a large enough effect; inconclusive = small, poorly fitted or top-dose-only effect, or another doubt; inactive = no such curve, though single readings can be large; an effect the other way counts as inactive or inconclusive. % is set by controls: 0 for no effect and ±100 for the full control effect; potency is the fitted concentration of half-maximal effect.

(1) O=S(=O)(c1ccccc1)c1cc(O)ccc1O
(2) COc1ccc(NC2CCCN(C(=O)CCCN3CCCCC3=O)C2)cc1 (stereo not given)
(3) CC(C)C(NC(=O)C1CCCCC1)C(=O)NCc1ccccn1 (stereo not given)
(4) CSc1ccc(CN2CCC(n3nccc3NC(=O)CCCc3ccccc3)CC2)cc1
(5) COc1ccc(NC(=O)/C=C/c2cccc(F)c2)cn1
(6) COc1cc(N)ccc1NC(=O)c1cccs1
(7) CC(C)(C)C1C=C(Sc2ccccc2)C(=O)O1 (stereo not given)
(8) CCN1CCN(C(c2cccs2)C(C)NC(=O)c2ccccc2)CC1 (stereo not given)
(9) CCc1c(C)nn(C(=O)/C(C#N)=C\N(C)C)c1C
(10) COc1ccc(CNS(=O)(=O)c2cc(OCC(N)=O)c(C)cc2Cl)cc1

Screen / compound no.	1	2	3	4	5	6	7	8	9	10
Pf growth 96h	-7%	u	u	u	147%[activator]	21%	3%	8%	-55%[1.15 µM]	u
HCV inh	2%	17%	16%	u	u	u	1%	20%	9%	2%
Tb PYK inh	-18%	-1%	-4%	3%	3%	-6%	-2%	1%	6%	-6%
Sm TGR block	28µM*	-18%	0%	-4%	-1%	0%	-2%	6%	27%	7%
LmPK inh	-3%	-3%	-2%	0%	-1%	4%	1%	3%	1%	1%
Pf growth 48h	4%	1%	7%	-12%	216%[activator]	u	-8%	-9%	8%	u

(11) Cc1cccc(C(=O)Nc2sc3c(c2C(=O)O)CCC3)c1
(12) O=C(N/N=C/C(c1ccccc1)c1ccccc1)c1ccccc1F
(13) C#CCCc1cscc1/C=[N+](\[O-])c1ccc(C(=O)OCC)cc1
(14) CCN(CC)S(=O)(=O)c1cc(NC(=O)CNc2c(C)n(C)n(-c3ccccc3)c2=O)ccc1C
(15) O=C(NCc1ccc2c(c1)OCO2)C1CCCN(S(=O)(=O)c2cccnc2)C1 (stereo not given)
(16) CCn1nc(C)c(CNC(=O)CC2C(=O)NCCN2CC(C)C)c1C (stereo not given)
(17) COc1ccc(-c2ccc(=O)n(Cc3ccc([N+](=O)[O-])cc3)n2)cc1
(18) CCOc1ncccc1C(=O)Nc1ccc(F)c(F)c1
(19) COc1cccc(-c2nc(CS(=O)CC(=O)NCc3ccc4c(c3)OCO4)c(C)o2)c1 (stereo not given)
(20) C[C@@H]1OC(Nc2ccc(N=Nc3ccccc3)cc2)[C@H](O)[C@H](O)[C@H]1O (stereo not given in full)

Screen / compound no.	11	12	13	14	15	16	17	18	19	20
Pf growth 96h	62%[activator]	-5%	u	1%	u	-15%	9%	50%[activator]	-19%	170%[activator]
HCV inh	-14%	5%	u	u	4%&11%	11%	12%	-40%	-19%	-5%
Tb PYK inh	-6%	0%	-20%	0%	4%	-3%	-1%	5%	-4%	1%
Sm TGR block	-27%	9%	-26%	53%[activator]	-12%	-16%	4%	4%	u	-1%
LmPK inh	-25%	0%	x	-2%	-1%	4%	-5%	-1%	1%	-1%
Pf growth 48h	41%[activator]	16%	8.3µM*	-18%	2%	24%	-18%	25%	x	129%[activator]

Sorted by length of the SMILES (rising): 5 of the compounds above
(7) CC(C)(C)C1C=C(Sc2ccccc2)C(=O)O1 (stereo not given)
(9) CCc1c(C)nn(C(=O)/C(C#N)=C\N(C)C)c1C
(3) CC(C)C(NC(=O)C1CCCCC1)C(=O)NCc1ccccn1 (stereo not given)
(12) O=C(N/N=C/C(c1ccccc1)c1ccccc1)c1ccccc1F
(2) COc1ccc(NC2CCCN(C(=O)CCCN3CCCCC3=O)C2)cc1 (stereo not given)

Screen / compound no.	7	9	3	12	2
Pf growth 96h	3%	-55%[1.15 µM]	u	-5%	u
HCV inh	1%	9%	16%	5%	17%
Tb PYK inh	-2%	6%	-4%	0%	-1%
Sm TGR block	-2%	27%	0%	9%	-18%
LmPK inh	1%	1%	-2%	0%	-3%
Pf growth 48h	-8%	8%	7%	16%	1%

(more compounds)
(21) S=C(Nc1ccccc1)N1CCCCCC1
(22) O=C(N=Nc1c(O)[nH]c2ccccc12)c1ccc2c(c1)OCO2
(23) N=c1c(S(=O)(=O)c2ccc(F)cc2)cc2c(=O)n3ccccc3nc2n1CC1CCCO1 (stereo not given)
(24) COC(=O)CN1C(=S)N(Cc2ccccc2)C(=O)C1CC(=O)Nc1ccc(OC)cc1 (stereo not given)
(25) Cc1ccc(NC(=O)c2ccc(OCc3c(C)noc3C)cc2)cc1
(26) CS(=O)(=O)N(Cc1ccccc1)c1ccc(C(=O)NCC2CCCO2)cc1 (stereo not given)
(27) Cc1oc(-c2ccccc2Cl)nc1CS(=O)CC(=O)NC1CC1 (stereo not given)
(28) CCCNc1nc2c(c(=O)[nH]c(=O)n2C)n1CCCc1ccccc1
(29) CCn1c(Cc2ccc(OC)cc2)nnc1SCC(=O)Nc1cccc(C(=O)OC)c1
(30) CCn1c(SCC(=O)Nc2ccc3c(c2)OCO3)nnc1-c1ccccc1O

Screen / compound no.	21	22	23	24	25	26	27	28	29	30
Pf growth 96h	33%[activator]	44%[activator]	u	20%	u	x	u	15%	x	x
HCV inh	2%	-4%	u	-3%	x	-2%	-25%	-3%	u	14%
Tb PYK inh	1%	-2%	0%	-1%	x	-10%	-11%	2%	-4%	-8%
Sm TGR block	-3%	1%	6%	-1%	-10%	-12%	u	0%[11.4 µM]	-10%	16%
LmPK inh	3%	-28%	-2%	2%	7%	-2%	-1%	-1%	5%	-12%
Pf growth 48h	37%[activator]	452%[activator]	-15%	4.1µM*	u	10%	14%	x	u	-3%

(31) CCOc1ccc2nc(NC(=O)c3ccco3)sc2c1
(32) O=C(Cc1ccccc1Cl)N1CCN(c2ccccn2)CC1
(33) CCCc1c(C)nc(-c2ccc(C)cc2)nc1OC(=O)N(C)C
(34) CCOc1ccc(N(C(=O)c2snc(C(N)=O)c2N)C(C(=O)NCC2CCCO2)c2ccc(C)o2)cc1 (stereo not given)
(35) O=C(Cc1cc(=O)[nH][nH]1)N/N=C/C(Cl)=C/c1ccccc1
(36) CN(C(=O)c1ccccc1Cl)c1ccccc1
(37) Cc1ccc(Cn2ccsc2=NC(=O)CCl)cc1
(38) O=[N+]([O-])c1cc(S(=O)(=O)Nc2cccc(Cl)c2)ccc1N/N=C/c1ccc(N2CCOCC2)cc1
(39) COC(=O)c1ccc(COC(=O)C2CCN(S(=O)(=O)c3c(Cl)cccc3Cl)CC2)o1
(40) CCc1nnc(NC(=O)CN2C(=O)/C(=C/c3ccc(OC)c(OC)c3)SC2=S)s1

Screen / compound no.	31	32	33	34	35	36	37	38	39	40
Pf growth 96h	-25%	2%	0%	u	62%&20%[activator]	x	u	u	3%	u
HCV inh	-9%	27%	-18%	4%	17%&3%	11%	0.56µM*	0%	-1%	x
Tb PYK inh	-31%	0%	1%	2%	8%&-6%	0%	1%	-4%	2%	x
Sm TGR block	2%	2%	-5%	-20%	-12%&2%	4%	14µM*	6%	7%	1%
LmPK inh	u	4%	-2%	2%	1%&-2%	5%	1%	-25%	x	-2%
Pf growth 48h	199%[activator]	3%	-30%	u	1.2µM*!	u	u	1.9µM*	-9%	-7%

Next section; the last two above are carried over.
(39) COC(=O)c1ccc(COC(=O)C2CCN(S(=O)(=O)c3c(Cl)cccc3Cl)CC2)o1
(40) CCc1nnc(NC(=O)CN2C(=O)/C(=C/c3ccc(OC)c(OC)c3)SC2=S)s1
(41) CN(CC(=O)Nc1ccccc1Cl)C(=O)Cn1cnc2ccc(Cl)cc2c1=O
(42) CC(=O)c1ccc(S(=O)(=O)N2CCC(NC(=O)c3ccccc3)CC2)cc1
(43) CCn1c(=O)c2c3c(sc2n2cnnc12)CCC3
(44) COc1ccc(C(C#N)C2(C)OCCO2)cc1OC (stereo not given)
(45) NC(=O)N=Nc1c(O)[nH]c2c(Br)cc(Br)cc12
(46) COc1ccc(/C=C/C(=O)NCc2cn(C)nc2C)cc1COc1ccc(Br)cc1
(47) COC(=O)C1Cc2c([nH]c3ccccc23)C2(CCN(Cc3ccccc3)CC2)N1 (stereo not given)
(48) N=c1oc2ccc3ccccc3c2cc1-c1nnc2n1CCCCC2
(49) S=c1[nH]c2ccccc2n1Cc1ccccc1
(50) CCOC(=O)C1=C(C)OC(N)=C(C#N)C1c1cc2c(cc1[N+](=O)[O-])OCO2 (stereo not given)

Screen / compound no.	39	40	41	42	43	44	45	46	47	48	49	50
Pf growth 96h	3%	u	u	-1%	-31%	-3%	-21%	u	u	9.3µM*	24%	22%
HCV inh	-1%	x	-1%	-3%	-12%	1%	x	u	20%	4%	8%	-13%
Tb PYK inh	2%	x	-16%	0%	-6%	-3%	x	12%	u	8%	u	9%
Sm TGR block	7%	1%	-7%	1%	8%	3%	5%	11%	-9%	0%	-1%	u
LmPK inh	x	-2%	x	4%	4%	-1%	-2%	6%	1%	-1%	1%	19%
Pf growth 48h	-9%	-7%	-19%	-115%	x	15%	1%	3.7µM*	8%[0.00184 µM]	41%[activator]	1%	2%

(51) CCOC(=O)/C(=C\Nc1ccc(OC(F)(F)F)cc1)Sc1ncc(C(F)(F)F)cc1Cl
(52) Cc1ncsc1CCOC(=O)c1cccc([N+](=O)[O-])c1
(53) Cc1ccc(N2C(=O)CSC2c2c(F)cccc2Cl)cc1 (stereo not given)
(54) CCN1C(=O)N[C@@H](CCc2ccccc2)[C@H](C(=O)OC)[C@H]1C

Screen / compound no.	51	52	53	54
Pf growth 96h	x	u	u	x
HCV inh	-10%	-5%&-14%	2%	-3%[8.37 µM]
Tb PYK inh	-4%	-2%&-5%	-10%	2%
Sm TGR block	2%	-14%&-2%	-3%	x
LmPK inh	2%	-9%&0%	4%	-8%[11.5 µM]
Pf growth 48h	2.1µM*	29%&33%	x	x
